# USP1 inh = USP1/UAF1 (human) deubiquitinase inhibition. recombinant USP1/UAF1, Ub-Rhodamine cleavage fluorescence. Potency, µM (series often up to 57.1 µM), without a hit: top-dose activity change, negative = inhibition, hits mostly inhibitors. 0.23% of 390,000 active. AID 743255; note: nearly all actives have a fitted effect of over 60% in size; inactives centre near -12
# Target sequence (O94782 whole entry, looked up): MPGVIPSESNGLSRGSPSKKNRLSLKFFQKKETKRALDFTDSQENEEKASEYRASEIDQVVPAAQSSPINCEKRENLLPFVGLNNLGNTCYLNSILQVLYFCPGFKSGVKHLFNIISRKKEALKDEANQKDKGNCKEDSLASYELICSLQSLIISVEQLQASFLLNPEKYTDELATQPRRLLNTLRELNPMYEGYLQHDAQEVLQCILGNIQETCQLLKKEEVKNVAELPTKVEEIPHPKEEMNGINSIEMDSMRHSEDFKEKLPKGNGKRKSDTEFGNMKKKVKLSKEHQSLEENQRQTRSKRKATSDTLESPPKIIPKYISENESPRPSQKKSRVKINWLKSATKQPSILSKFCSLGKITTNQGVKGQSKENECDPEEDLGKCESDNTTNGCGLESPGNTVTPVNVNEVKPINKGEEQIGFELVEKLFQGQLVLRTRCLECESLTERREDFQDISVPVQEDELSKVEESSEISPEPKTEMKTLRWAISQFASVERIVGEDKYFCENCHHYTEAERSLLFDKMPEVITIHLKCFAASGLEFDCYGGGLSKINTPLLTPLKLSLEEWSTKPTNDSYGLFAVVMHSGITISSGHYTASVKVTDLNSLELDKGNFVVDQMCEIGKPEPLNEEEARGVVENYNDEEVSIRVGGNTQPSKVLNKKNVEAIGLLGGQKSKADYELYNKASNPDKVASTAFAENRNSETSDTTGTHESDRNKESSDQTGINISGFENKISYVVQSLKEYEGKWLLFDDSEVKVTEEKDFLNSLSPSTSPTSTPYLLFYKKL
#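 In this screen, compounds sit with the deubiquitinase complex (1nM) for 15 min at room temperature before Ub-Rho is added at 150nM final. Fluorescence rise is then followed for 6 reads every 60 seconds.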
# mIDH1 inhibitor = blocks human mutant IDH1 R132H enzyme. Potency, µM (series often up to 76.6 µM), for inactives: at the top dose activity change, negative = inhibition, hits mostly inhibitors. O75874. 0.093% of 390,000 active. IDH1-R132H enzyme, NADPH consumption, diaphorase/resazurin fluorescence. AID 602179; note: nearly all actives have a fitted effect of over 65% in size
#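 IDH1-R132H (0.5 ug/mL) preincubated 30 min with compound, then NADPH (0.016 mM) and alpha-KG (2 mM) added; 80 min at RT, pH 7.5. Remaining NADPH coupled via diaphorase/resazurin to fluorescence (540/590 nm); concentration-response curves normalized to no-enzyme control.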
# * hit, by the source's call; ? = inconclusive. Calls come from the whole dose curve; as a rule, active = well fitted inhibition curve with a large enough effect; inconclusive = small, poorly fitted or top-dose-only effect; inactive = no such curve, though single readings can be large or run the other way. % is set by controls: 0 for no effect and ±100 for the full control effect; potency is the fitted concentration of half-maximal effect. Some of the compounds tested (hit frequency here may not be typical).
no. | molecule | USP1 inh | mIDH1 inhibitor
1 | CC(CC(c1ccccc1)N1CCc2ccccc2C1)=NO (stereo not given) | -12% | 11%
2 | O=C(OCc1cn([C@@H]2CN(CC3CCCCC3)[C@@H](c3ccccc3)C[C@H]2O)nn1)c1ccccc1 | -20% | 1%
3 | C[C@H](CO)N1C[C@H](C)[C@@H](CN(C)Cc2cccc(C(F)(F)F)c2)OCc2cnnn2CCCC1=O | ? | -4%
4 | COc1cccc(C#CC2=CC(=O)C[C@H](c3ccc(F)cc3)C2)c1 | -2% | 7%
5 | NC(=O)C1CCN(C(=O)c2ccc(NS(=O)(=O)/C=C/c3ccccc3)cc2)CC1 | -11% | 12%
6 | Cc1noc(C)c1NC(=O)N(C)C[C@@H]1OCc2cn(nn2)CCCC(=O)N([C@H](C)CO)C[C@H]1C | -17% | -3%
7 | Cn1ccn(CCCCCCn2ccn(C)c2=S)c1=S | -18% | 7%
8 | O=[N+]([O-])C1C(c2ccccc2)C12c1ccccc1-c1ccccc12 (stereo not given) | -10% | 1%
9 | CCc1nc2c(=O)[nH]cnc2o1 | -27% | -6%
10 | Cc1ccc(CN2CCC[C@]3(N[C@H](c4ccccc4)[C@@H]4C(=O)N(Cc5ccccc5)C(=O)[C@@H]43)C2=O)cc1 | -25% | 5%
11 | COc1ccc(-c2nnc(SCC(=O)N(C)C3CCS(=O)(=O)C3)n2CC(C)C)cc1 (stereo not given) | 1% | -4%
12 | CCCNC(=O)CSc1nnc(NC(=O)C2CC(=O)N(c3ccccc3OC)C2)s1 (stereo not given) | -10% | 10%
13 | COc1cc(C(=O)NCCC(=O)NCc2cccs2)cc(OC)c1OC | -9% | 1%
14 | NC(=O)CSc1nnc(-c2ccco2)n1-c1ccc(F)cc1 | -1% | 6%
15 | CCN(CC)C(=O)C1=C(C)N(Cc2ccc(C(C)(C)C)cc2)C(=O)C(CC(=O)NCCc2ccccn2)C1 (stereo not given) | -7% | -5%
16 | CN1OC[C@@H]2CN(C(=O)C(C)(C)C)[C@H](c3cccc(Oc4ccccc4)c3)C[C@@H]21 | -11% | 16%
17 | Cc1ccc(NC(=O)COC(=O)CN2CCSC2=O)cc1Cl | -17% | 16%
18 | CSC[C@H]1CN(Cc2cccnc2)C(=O)[C@@H]1CC(=O)Nc1ccc(Br)cc1 | 8% | 0%
19 | CC1=CC(=O)C2(C)C(C)=C(C)C12C (stereo not given) | -23% | -4%
20 | CN(Cc1ccccc1)C(=O)COC(=O)c1c[nH]c2ccccc12 | -1% | 5%
21 | CC(=O)c1ccc(OCC(=O)Nc2nnc(C3CC3)s2)cc1 | -12% | -1%
22 | C[C@@H]1CN([C@@H](C)CO)S(=O)(=O)c2ccc(Br)cc2O[C@@H]1CN(C)Cc1cccnc1 | -29% | 11%
23 | COc1ccc(S(=O)(=O)N2CCCCC2)cc1NC(=O)C1CC1(Cl)Cl (stereo not given) | -19% | 7%
24 | CC1=C(C(=O)N(C)C)CC(CC(=O)NCc2cccs2)C(=O)N1CCC1=CCCCC1 (stereo not given) | -18% | 12%
25 | COc1cc(NC(=O)COc2cc(C)cc3oc(=O)cc(C)c23)cc(OC)c1OC | 3% | 0%
26 | COc1ccc(-c2c(N)cnc(C(=O)O)c2C)c(OCc2ccccc2)c1OC | 1% | 1%
27 | CC(=NC1CCCCC1)c1ccc(O)cc1O | -15% | -2%
28 | CNC(=O)c1ccsc1NC(=O)CS(=O)(=O)c1ccc(F)cc1 | 6% | 1%
29 | O=C(c1ccco1)N1CCN(C(=O)c2ccc(Br)o2)CC1 | -25% | -10%
30 | CC1CCN(S(=O)(=O)N2CCC(C(=O)NCc3ccc(F)cc3Cl)CC2)CC1 | -13% | -16%
31 | Cc1ccc2c(CC(=O)Nc3ccc4nc(N5CCOCC5)sc4c3)coc2c1 | -1% | 2%
32 | CC(c1ccccc1)n1ccnc1CO (stereo not given) | -17% | -3%
33 | O=C1C=CC(=O)N1c1ccc(-c2nc3ccccc3o2)cc1 | -10% | -3%
34 | C[C@H](CO)NC(=O)c1[nH]cnc1C(=O)Nc1cccc(Cl)c1 | 4% | -5%
35 | O=C(NCCc1c[nH]c2ccccc12)c1ccc([N+](=O)[O-])o1 | -18% | -1%
36 | C[C@@H]1CN([C@H](C)CO)C(=O)CCCn2cc(nn2)CO[C@H]1CN(C)C(=O)CCC(F)(F)F | -22% | -1%
37 | CCOC(=O)c1c(CC(C)C)csc1NC(=O)COC(=O)c1cnc(C)cn1 | ? | -16%
38 | C[C@@H]1CN([C@@H](C)CO)S(=O)(=O)c2ccc(-c3cccc(C#N)c3)cc2O[C@@H]1CN(C)C(=O)c1ccc(F)cc1 | -26% | 11%
39 | O=C(COc1ccc(Cl)cc1Cl)NCCN1CCCCC1 | -13% | 7%
40 | Clc1ccccc1NN=Cc1ccccn1 | -22% | 10%
41 | COc1ccc(C(C)(C)C)cc1NC(=O)CN(C)C1=NS(=O)(=O)c2ccccc21 | 4% | -6%
42 | C[C@H](CO)N1C[C@H](C)[C@H](CN(C)Cc2cccc(C(F)(F)F)c2)OCc2ccccc2-c2c(n(C)c3ccccc23)C1=O | -12% | 1%
43 | COCCCN(Cc1cc(OC)c(OC)c(OC)c1)C(=S)Nc1cccc(SC)c1 | -9% | 10%
44 | COc1ccccc1-c1noc2c1C(=O)N(C(=O)OC(C)(C)C)CC2 | -24% | 10%
45 | COc1ccc(-c2ccc3[nH]c4c(c3c2)CCN2C(=O)[C@@H]([C@H](C)O)[C@@H](N(C)C(=O)Nc3cc(Cl)cc(Cl)c3)C[C@@H]42)cc1 | -11% | -2%
46 | O=C(CSc1n[nH]c(=O)n1CCc1ccccc1)NC1CCCC1 | -22% | -3%
47 | C[C@H](CO)N1C[C@H](C)[C@@H](CN(C)C(=O)CC2CC2)Oc2cc(Br)ccc2S1(=O)=O | -16% | -8%
48 | Cc1ccc(NC(=O)N2CCOCC2)cc1NC(=O)N1CCOCC1 | ? | -17%
49 | CC(C)C1C(=O)N(Cc2cn(Cc3ccco3)nn2)CCS(=O)(=O)N1Cc1ccc(-c2ccc(F)nc2)cc1 (stereo not given) | -1% | 0%
50 | CN(C1=NS(=O)(=O)N=C(N(C)c2ccccc2)O1)c1ccccc1 | -17% | 16%
51 | C[C@@H]1CN([C@@H](C)CO)C(=O)c2cc(Br)cnc2O[C@@H]1CN(C)C(=O)Nc1ccc(F)cc1 | 8% | 0%
52 | O=C(OCC(=O)c1c[nH]c2ccccc12)c1ccc(F)c(S(=O)(=O)N2CCOCC2)c1 | -24% | -4%
53 | CCSCCCn1[nH]c2ccccc2c1=O | -23% | -3%
54 | COc1ccc([C@H]2C[C@@H](n3cc(-c4ccc(F)cc4)nn3)[C@H](O)CN2C(=O)c2cccs2)cc1 | -14% | -5%
55 | COCC(=O)N1C[C@H]2CON(C)[C@H]2C[C@H]1c1cccc(-c2ccccc2OC)c1 | -27% | 14%
56 | CSc1cccc(NC(=O)C2CCCN(S(C)(=O)=O)C2)c1 (stereo not given) | -14% | -13%
57 | CC(=O)c1ccc(OCc2cn(CC(=O)c3ccc(O)cc3)nn2)c(C)c1 | -29% | -3%
58 | COCOCCn1cc(CN2CCS(=O)(=O)N(Cc3ccc(-c4ccc(F)nc4)cc3)C(C)C2=O)nn1 (stereo not given) | -18% | -8%
59 | O=C(Nc1cccc(-n2cnnn2)c1)C1CCCN(C(=O)Cc2cccc(Cl)c2)C1 (stereo not given) | -11% | 13%
60 | COc1ccc(C(=O)CC(C(=O)O)c2ccc3c(c2)OCO3)cc1OC (stereo not given) | -19% | -4%

# (list continues)
no. | molecule | USP1 inh | mIDH1 inhibitor
61 | Cc1ccc(OCc2cc(C(=O)N(C)C3CCCc4ccccc43)no2)cc1C (stereo not given) | -5% | 9%
62 | CCN(CC(=O)Nc1c(F)cccc1F)C(=O)CCCN1C(=O)c2cccc3cccc(c23)C1=O | ? | 6%
63 | C[C@@H]1CN([C@@H](C)CO)C(=O)c2ccccc2-c2ccccc2CO[C@@H]1CN(C)S(=O)(=O)c1ccc(C(F)(F)F)cc1 | -31% | -5%
64 | O=C(COC(=O)c1ccccc1)NCCCCc1ccccc1 | -16% | -7%
65 | COc1ccc(NC(=O)c2cccc3ccccc23)cc1OC | -13% | 12%
66 | O=C(CN1CCN(c2cccc(C(F)(F)F)c2)CC1)Nc1ccc2c(c1)OCCCO2 | -23% | 2%
67 | O=C(CN1c2cccc3cccc(c23)S1(=O)=O)NCc1ccccc1Cl | -21% | 0%
68 | C[C@H]1CN([C@@H](C)CO)C(=O)CCCn2cc(nn2)CO[C@@H]1CN(C)C(=O)Nc1cccc(C(F)(F)F)c1 | -22% | -8%
69 | O=C(O)c1ccccc1NC(=O)C1CCN(S(=O)(=O)c2ccc3c(c2)OCCO3)CC1 | -23% | 6%
70 | N#Cc1c(NC(=O)COC(=O)C2=COCCO2)sc2c1CCCC2 | -7% | -4%
71 | COc1cccc(NC(=O)C2CCN(S(=O)(=O)c3ccc(N4CCCC4=O)cc3)CC2)c1 | -20% | 3%
72 | CN1CCn2cnc(C(=O)N3CCN(c4ccccc4)CC3)c2C1=O | ? | -6%
73 | CC(C)c1nc(CNC(=O)CC2C(=O)NCCN2Cc2ccccc2)cs1 (stereo not given) | ? | 5%
74 | CN1CCN(C(=O)c2ccc(S(=O)(=O)N(C)c3ccccc3)cc2)CC1 | -7% | -2%
75 | COc1ccc(CN2C(=O)C(CC(=O)NCCCN(C)C)CC(C(=O)N(C(C)C)C(C)C)=C2C)cc1 (stereo not given) | -25% | 9%
76 | CN(CC(=O)Nc1ccc(Cl)c(Cl)c1)CC(=O)N1CCCCCC1 | -26% | 10%
77 | Cc1ccc(S(=O)(=O)N2C[C@H]3[C@H]4C(=O)N(c5ccccc5)C(=O)[C@H]4C[C@H](OC(=O)NCC4CCCCC4)[C@@]3(O)C2)cc1 | -6% | 9%
78 | Clc1ccccc1NN(Cc1ccccn1)c1ccccc1Cl | -14% | 10%
79 | COc1ccc(C(C)=O)cc1CON=C1CSCc2ccccc21 | ? | 2%
80 | CC(=O)c1cccc(OCc2cc(C(=O)N(C)Cc3nccs3)no2)c1 | -8% | 1%
81 | COc1ccc([C@H]2C[C@H](n3cc(COC(=O)c4ccccc4)nn3)[C@@H](O)CN2C(=O)c2cccs2)cc1 | ? | -15%
82 | O=C(COC(=O)/C=C/c1ccc(F)cc1)NC(=O)NCc1ccccc1 | -13% | 4%
83 | C[C@H](CO)N1C[C@H](C)[C@@H](CN(C)C(=O)c2cnccn2)Oc2cc(C#CCC3CCCC3)ccc2S1(=O)=O | -22% | 9%
84 | CC1CCCCN1C(=S)Nc1ccc(S(=O)(=O)N2CCCCC2)cc1 (stereo not given) | -5% | 5%
85 | N#Cc1cc2ccncc2c2ccccc12 | -20% | -4%
86 | CSc1ncnc2c1ncn2CCCNCCc1ccccn1 | -20% | 2%
87 | COCC1CCN(C(=O)c2ccc3nc(Cc4cccc(Cl)c4)oc3c2)CC1 | 2% | 4%
88 | Cc1ccn2c(=O)c(NC(=O)c3ccc4c(c3)OCO4)c(C)nc2c1 | 7% | 4%
89 | c1ccc(-c2cc(-c3cc(-c4ccccc4)on3)no2)cc1 | -28% | -1%
90 | CC(C)NC(=O)N(C)C[C@H]1OCc2cnnn2CCCC(=O)N([C@H](C)CO)C[C@@H]1C | -23% | 0%
91 | Nc1ccn([C@@H]2O[C@H](CNCc3cnc(N4CCOCC4)s3)[C@@H](O)[C@H]2O)c(=O)n1 | -16% | 0%
92 | Cc1ccc(S(=O)(=O)NC(CC(=O)OCc2ccccc2)C(=O)OCc2ccccc2)cc1 (stereo not given) | ? | 3%
93 | CCCC(=O)N(Cc1cc2cc(OC)ccc2[nH]c1=O)c1ccc(OC)cc1 | -19% | 9%
94 | CC[C@H](C)[C@H]1CNC(=S)N1CC1CCN(CC)CC1 | -30% | 11%
95 | O=C(Nc1cc(F)ccc1F)c1ccc2c(=O)n3c(nc2c1)CCC3 | -5% | -8%
96 | C#CCN(C[C@@H]1[C@@H](OC(=O)Nc2cccs2)[C@@H](OC(=O)Nc2cccs2)Cn2c(=O)n(CCCCCC)c(=O)n21)S(=O)(=O)c1ccc(C)cc1 | -4% | 2%
97 | Cc1ccccc1P(=O)(c1ccccc1)c1ccccc1C | ? | 7%
98 | COc1ccc(NC(=O)CCNC(=O)c2ccccc2Cl)cc1S(=O)(=O)N1CCCCC1 | -20% | 6%
99 | CCc1ccc(CN2CCC(n3nccc3NC(=O)c3ccccc3OC)CC2)o1 | -17% | 4%
100 | CC1(C2CC2)NC(=O)N(CC(=O)N2CCN(c3ccccc3F)CC2)C1=O (stereo not given) | 4% | -3%
